# TRPV1 agonist: HTS Assay for Compounds that Act as Agonists of the Vanilloid Receptor 1 | activation, % at 8.33 µM | Transient receptor potential cation channel subfamily V member 1 (Homo sapiens), Q8NER1 | AID 540275, 2011 | hit rate 0.19% among 320,000 | TRPV1-expressing cells, Fluo-8 calcium influx, agonist mode; in the data active = activation above about 80%; inconclusive = between about 30% and that limit; note: 0% is about no effect
#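 Fluo-8 calcium influx in TRPV1-expressing cells, kinetic read (ex 480/em 520 nm). Compound added and read 3 min for agonist activity, followed by capsaicin at EC20 final and 2 min further read for enhancement.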
# KCNH2 3.1 block: qHTS for Inhibitors of KCHN2 3.1: Mutant qHTS. AID 720553, 2013. U2OS KCNH2 3.1, thallium flux FluxOr; stronger effect = lower value. Potassium voltage-gated channel subfamily H member 2, brain isoform KCNH2 3.1 (human). activity change, % (tested at about 1.8 µM). hit rate 0.95% among 340,000;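 active = maximum activity change below -70%; inconclusive = maximum activity change from -70% to -50%; inactive = maximum activity change above -50%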;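 note: thallium influx rate constant from kinetic fluorescence after stimulation buffer; % is set by controls: 0 for no effect and ±100 for the full control effect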
#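 FluxOr-based Tl+ influx in U2OS cells transduced with KCNH2 3.1 virus; rate constants normalized to DMSO controls.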
# GALK inhibitor: qHTS Assay for Inhibitors of Human Galactokinase (GALK); P51570; Purified GALK, Kinase-Glo residual ATP luminescence; Potency, µM (series often up to 57.5 µM), for the others: at the top dose activity change, negative = inhibition, hits mostly inhibitors; hit rate 0.007% among 270,000; AID 1868, 2009; note: potency is the fitted concentration of half-maximal effect; % is set by controls: 0 for no effect and ±100 for the full control effect
# Target sequence (P51570 whole entry, looked up): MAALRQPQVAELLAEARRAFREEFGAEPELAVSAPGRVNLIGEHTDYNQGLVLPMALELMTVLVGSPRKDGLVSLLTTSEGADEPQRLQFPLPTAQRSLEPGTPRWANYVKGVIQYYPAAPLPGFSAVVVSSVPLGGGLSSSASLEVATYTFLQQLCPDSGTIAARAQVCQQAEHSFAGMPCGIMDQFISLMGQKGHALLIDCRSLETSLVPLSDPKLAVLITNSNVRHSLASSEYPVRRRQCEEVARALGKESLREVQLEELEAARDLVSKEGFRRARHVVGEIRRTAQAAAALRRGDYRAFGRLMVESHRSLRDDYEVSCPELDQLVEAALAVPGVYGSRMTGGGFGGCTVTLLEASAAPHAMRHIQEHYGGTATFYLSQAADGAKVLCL
#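 Quantitative HTS: GALK 5 nM, ATP 35 uM, galactose 100 uM, 1 h room temperature, then luciferase-based ATP detection.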
# Integrin act MD: qHTS for Activators of Integrin-Mediated Alleviation for Muscular Dystrophy; alpha7betagal myoblasts, beta-gal FDG fluorescence, 48 h; Potency, µM (titrated, usually from 38.3 µM), without a hit: at the highest dose activation, most hits filed as activators; hit rate 0.064% among 350,000; AID 624291, 2012;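 note: potency is the fitted concentration of half-maximal effect; 100% = response of the positive control SU9516; nearly all actives have a fitted effect of over 60% in size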
#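 Alpha7betagal+/- myoblasts (passage 13) were plated 16-24 hr, then exposed to compounds (1:260 dilution of DMSO stock) for 48 hours at 37C. After MPER lysis, β-galactosidase reporter activity was read as FDG fluorescence (ex 480/em 540) after 30 minutes.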
# hERG WT inh: qHTS for Inhibitors of KCHN2 3.1: Wildtype qHTS | U2OS, BacMam KCNH2, thallium flux FluxOr; stronger effect = lower value | AID 720551, 2013 | hit rate 0.37% among 340,000 | Voltage-gated inwardly rectifying potassium channel KCNH2 (Homo sapiens), Q12809 | activity change, % at 1.84 µM;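 active = maximum activity change below -70%; inconclusive = maximum activity change between -70% and -50%; inactive = maximum activity change above -50%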; note: % is set by controls: 0 for no effect and ±100 for the full control effect
#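 U2OS cells were transduced with wild-type KCNH2 virus (2.03 x 10^8 / mL) for 4 h at room temperature, then cultured overnight at 37 C. Thallium flux was read with FluxOr dye. Rate constants were normalized to DMSO controls.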
# Coupling enz: qHTS Assay for Inhibitors of Fructose-1,6-bisphosphate Aldolase from Giardia Lamblia: Coupling assay counterscreen. coupling enzyme system counterscreen, AmpLite Red fluorescence. activity change, negative = inhibition, % at 58.2 µM, hits read low. hit rate 0.67% among 290,000; in the data active = activity change below about -30%; note: % is set by controls: 0 for no effect and ±100 for the full control effect
#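 Coupling enzymes only (glyceraldehyde-3-phosphate) + compound, at 57.5 uM final, 10 min RT; add substrate/coupling/AmpLite Red mix, 20 min RT; fluorescence ex 525/em 598 nm. Actives flag coupling-system interference.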
# AT treatment: qHTS Assay for Identifying a Potential Treatment of Ataxia-Telangiectasia. […] A-T fibroblasts, KAP-1 phosphorylation AlphaLISA; neocarzinostatin DNA damage 30 min before lysis. Potency, µM (titrated, usually from 57.5 µM), inactives show top-dose activation, most hits filed as activators. hit rate 0.19% among 320,000. AID 485349, 2010; note: potency is the fitted concentration of half-maximal effect; % of control where 0% means no effect; nearly all actives have a fitted effect of over 45% in size
#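 hTERT-immortalized A-T patient fibroblasts ([…]), 500 cells/well in OPTI-MEM, 1% FBS, got compounds for 60 min, then NCS for 30 min at 37C. Lysates were then assayed for phospho-KAP-1 by AlphaLISA (anti-pKAP1 donor, anti-KAP1 acceptor beads), 6 hr at 25C.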
# CXXC DNA block: qHTS Fluorescence Polarization Assay for Inhibitors of MLL CXXC domain - DNA interaction. hit rate 0.037% among 290,000. Potency, µM (top dose mostly 115 µM), inactives show at the top dose activity change, negative = inhibition, actives largely listed as inhibitors. MLL-CXXC / FITC-HOXA9 DNA fluorescence polarization. AID 2662, 2010; active = well fitted inhibition curve with a large enough effect in the polarisation, with a control signal flat, not every such curve was filed as active; inconclusive = small, poorly fitted or top-dose-only effect, or effect the other way, or a change in a side signal; inactive = no such curve, though single readings can be large or run the other way; the % refers to the polarisation; note: potency is the fitted concentration of half-maximal effect
#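 Fluorescence polarization: 7 uM MLL-CXXC (stock) preincubated 5 min with compounds, then 50 nM fluorescein-HOX-A9 DNA (stock) added; 30 min ambient. Buffer 50 mM Tris-HCl pH 7.5, 50 mM NaCl, 1 mM DTT, 0.05% BSA.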
# MBNL1-CUG inh: qHTS Assay for Inhibitors of MBNL1-poly(CUG) RNA binding; Muscleblind-like protein 1 (Homo sapiens), Q9NR56; TR-FRET MBNL1-His/biotin-(CUG)12 binding, 665/545 ratio; Potency, µM (series often up to 57.5 µM), without a hit: at the highest dose activity change, negative = inhibition, actives largely listed as inhibitors; hit rate 0.036% among 280,000; active = well fitted inhibition curve with a large enough effect in the signal ratio, with a control signal flat, not every such curve was filed as active; inconclusive = small, poorly fitted or top-dose-only effect, or effect the other way, or a change in a side signal; inactive = no such curve, though single readings can be large or run the other way; the % refers to the signal ratio; note: potency is the fitted concentration of half-maximal effect; % is set by controls: 0 for no effect and ±100 for the full control effect
#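 MBNL1-His + Biotin-(CUG)12, cpd titration 92 nM–58 uM; Tb anti-His Ab 0.055 ng/ul, SA-XL665 5 nM (final); 60 min RT; ratiometric 665/545 nm, Ex 340 nm; normalized to buffer and full-complex controls.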
# S-ASM inh: Inhibitors of Secretory Acid Sphingomyelinase (S-ASM): qHTS; placental ASM, HMU-PC fluorogenic substrate, 60 min; hit rate 0.006% among 340,000; Potency, µM (highest dose often 57.5 µM), for inactives: at the highest dose activity change, negative = inhibition, actives largely listed as inhibitors; note: potency is the fitted concentration of half-maximal effect
# Target sequence (P17405 47-631 limits assumed): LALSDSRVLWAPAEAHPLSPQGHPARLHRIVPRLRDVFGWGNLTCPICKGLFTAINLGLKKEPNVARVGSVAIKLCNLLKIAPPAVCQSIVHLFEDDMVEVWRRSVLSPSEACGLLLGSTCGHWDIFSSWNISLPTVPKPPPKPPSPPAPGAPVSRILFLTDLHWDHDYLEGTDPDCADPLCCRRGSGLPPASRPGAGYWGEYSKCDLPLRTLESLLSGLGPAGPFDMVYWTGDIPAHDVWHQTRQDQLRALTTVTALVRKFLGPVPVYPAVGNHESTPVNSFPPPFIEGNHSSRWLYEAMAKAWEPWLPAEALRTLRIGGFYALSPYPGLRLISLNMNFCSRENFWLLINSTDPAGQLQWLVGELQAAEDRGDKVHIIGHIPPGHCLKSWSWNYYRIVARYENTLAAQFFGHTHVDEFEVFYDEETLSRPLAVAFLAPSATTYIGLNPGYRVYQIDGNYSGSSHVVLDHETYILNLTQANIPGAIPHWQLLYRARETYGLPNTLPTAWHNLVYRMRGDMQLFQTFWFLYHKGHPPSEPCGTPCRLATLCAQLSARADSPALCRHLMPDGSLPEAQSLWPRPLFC
#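 Fluorogenic HMU-PC substrate (9 uM final) is turned over by placental ASM in 60 min at 37 C after a 10 min compound preincubation. Reaction ended by alkaline stop (pH 10), with fluorescence read at 386/447 nm.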
# The depositor's hits bear a star; ? = inconclusive; nt = not tested or not shown; [ ] = remark or other dose. Unless noted, calls come from the whole dose curve; as a rule, active = well fitted curve in the direction sought with a large enough effect; inconclusive = small, poorly fitted or top-dose-only effect, or another doubt; inactive = no such curve, though single readings can be large; an effect the other way counts as inactive or inconclusive.
# Short keys – A = TRPV1 agonist; B = KCNH2 3.1 block; C = GALK inhibitor; D = Integrin act MD; E = hERG WT inh; F = Coupling enz; G = AT treatment; H = CXXC DNA block; I = MBNL1-CUG inh; J = S-ASM inh
> COC(=O)c1cccnc1-n1c(=O)c2cccnc2n(Cc2ccc([N+](=O)[O-])cc2)c1=O
  A: 1	B: 11	C: 4%	D: 3%	E: 0	F: 2	G: -4%	H: -7%	I: ?	J: 0%
> Cc1cccc(N2CCN(C(=O)CN3C(=O)NC(C)(C4CC4)C3=O)CC2)c1C (stereo not given)
  A: 1	B: -2	C: nt	D: -16%	E: 7	F: nt	G: -6%	H: nt	I: nt	J: nt
> COc1ccc(CCNC(=O)C2CCC(=O)N2S(=O)(=O)c2ccc(C)cc2)cc1 (stereo not given)
  A: -1	B: -7	C: 0%	D: -22%	E: 0	F: 5	G: 13%	H: 1%	I: -1%	J: 1%
> CCOC(=O)C1CCCN(C(=S)Nc2cc(C)cc(C)c2)C1 (stereo not given)
  A: 0	B: -8	C: 0%	D: 0%	E: -5	F: 1	G: 1%	H: 2%	I: -5%	J: -2%
> CN(Cc1ccccc1)C(=S)Nc1cccnc1
  A: -1	B: -9	C: 0%	D: 22%	E: 23	F: 2	G: -3%	H: 8%	I: -4%	J: -2%
> CCN1CCN(Cc2ccccc2NC(=O)Nc2ccc(C)cc2)CC1
  A: 1	B: -3	C: 0%	D: -4%	E: -5	F: 1	G: 10%	H: 1%	I: 3%	J: 4%
> CN(CC(=O)Nc1ccc(OC(F)(F)F)cc1)C(=O)Cc1cccs1
  A: nt	B: -15	C: nt	D: -36%	E: -4	F: nt	G: -4%	H: nt	I: nt	J: -2%
> CNC(=O)CCn1nc(-c2ccc(C)cc2)c2ccccc2c1=O
  A: 6	B: -1	C: 3%	D: 6%	E: 17	F: 2	G: 8%	H: 8%	I: 4%	J: -4%
> O=C(Nc1ccc(N2CCCC2)cc1)c1cc2ccccc2o1
  A: ?	B: -10	C: 4%	D: -11%	E: -6	F: -6	G: -8%	H: ?	I: 6%	J: -3%
> FC(F)(F)c1cnc(Oc2ccc(-c3nnco3)cc2)c(Cl)c1
  A: -1	B: 4	C: 0%	D: 15%	E: 41	F: 3	G: 9%	H: 7%	I: -4%	J: -4%
> Cc1ccc(CNC(=O)CCCn2c(=O)c3ccccc3n(CC(=O)NCc3ccco3)c2=O)cc1
  A: 1	B: 9	C: -1%	D: -2%	E: 9	F: 1	G: 1%	H: 8%	I: -6%	J: -4%
> Cc1nc2nc(SCC(=O)c3ccccc3)[nH]c2cc1Br
  A: 2	B: 3	C: -1%	D: 18%	E: 2	F: -4	G: 1%	H: -9%	I: 96%[activator]	J: 2%
> Cc1ccc2oc(=O)c(-c3ccc(O)cc3)c(C)c2c1
  A: 1	B: 12	C: nt	D: -8%	E: 3	F: nt	G: 0%	H: nt	I: nt	J: -7%
> O=C(C1CCC1)N1CCN(S(=O)(=O)c2cccc(F)c2)CC1
  A: 3	B: 7	C: nt	D: 15%	E: -3	F: nt	G: 4%	H: nt	I: nt	J: 0%
> Cn1c(=S)[nH]c2c(c1=O)C(C)(C)Cc1ccccc1-2
  A: 11	B: 5	C: -1%	D: -1%	E: 10	F: 5	G: -7%	H: -3%	I: nt	J: -5%
> COc1nccnc1NS(=O)(=O)c1ccc(NC(=S)NC(=O)c2ccccc2F)cc1
  A: -3	B: 5	C: nt	D: -16%	E: 6	F: 5	G: -3%	H: -1%	I: ?	J: 0%
> COc1cccc(C(=O)COc2ccc3c(C)c(Cc4ccccc4)c(=O)oc3c2)c1
  A: 0	B: 5	C: nt	D: 1%	E: -8	F: 1	G: 2%	H: -1%	I: -2%	J: 6%
> COc1ccc(COC(=O)C2=C(C)NC(=O)NC2c2ccc(OC)cc2)cc1 (stereo not given)
  A: 3	B: 10	C: 4%	D: ?	E: 9	F: -1	G: -19%	H: -7%	I: -8%	J: 3%
> COC(=O)c1cc2c(cc1NC(=O)CSCCc1ccccn1)OCO2
  A: 6	B: nt	C: -1%	D: -3%	E: 1	F: 3	G: -14%	H: -15%	I: 6%	J: 3%
> O=[N+]([O-])c1ccccc1S(=O)(=O)N1CCN(C2CCN(Cc3ccccc3)CC2)CC1
  A: 0	B: 13	C: 8%	D: -10%	E: -2	F: nt	G: 31%	H: 12%	I: 0%	J: 4%
> O=[N+]([O-])c1ccc(Cl)cc1N1CCCCC1
  A: 1	B: 7	C: 13%	D: 11%	E: 13	F: -2	G: 2%	H: -1%	I: 15%	J: -7%
> O=C(COc1cc(Cl)c(Cl)cc1Cl)NC(=O)Nc1ccc2c(c1)OCCO2
  A: -1	B: -11	C: 1%	D: 0%	E: 3	F: 6	G: -16%	H: 16%	I: nt	J: -2%
> Cc1cccc(N(C(=O)c2snc(C(N)=O)c2N)C(C(=O)NC2CCCC2)c2ccc(C)o2)c1 (stereo not given)
  A: -2	B: 3	C: -1%	D: -43%	E: 22	F: 0	G: 6%	H: -14%	I: 5%	J: 293%[activator]
> COC(=O)c1sccc1NC(=S)Nc1ccc(F)cc1
  A: -1	B: 3	C: 2%	D: 15%	E: -1	F: -1	G: -6%	H: 10%	I: -6%	J: 1%
> Cc1ccc(NC(=O)C(Cc2ccccc2)NC(=O)c2ccco2)cc1 (stereo not given)
  A: 11	B: -17	C: 0%	D: 13%	E: 1	F: 1	G: -1%	H: 24%	I: 7%	J: 6%

# Complete entries as entered above:
# Listed for CN(CC(=O)Nc1ccc(OC(F)(F)F)cc1)C(=O)Cc1cccs1 = TRPV1 agonist = nt; KCNH2 3.1 block = -15; GALK inhibitor = nt; Integrin act MD = -36%; hERG WT inh = -4; Coupling enz = nt; AT treatment = -4%; CXXC DNA block = nt; MBNL1-CUG inh = nt; S-ASM inh = -2%
# Listed for COc1ccc(CCNC(=O)C2CCC(=O)N2S(=O)(=O)c2ccc(C)cc2)cc1 (stereo not given) = TRPV1 agonist = -1; KCNH2 3.1 block = -7; GALK inhibitor = 0%; Integrin act MD = -22%; hERG WT inh = 0; Coupling enz = 5; AT treatment = 13%; CXXC DNA block = 1%; MBNL1-CUG inh = -1%; S-ASM inh = 1%

# Remaining list, next part
# Short keys – A = TRPV1 agonist; B = KCNH2 3.1 block; C = GALK inhibitor; D = Integrin act MD; E = hERG WT inh; F = Coupling enz; G = AT treatment; H = CXXC DNA block; I = MBNL1-CUG inh; J = S-ASM inh
> COc1ccccc1C(=O)NCCC(=O)Nc1ccc(S(=O)(=O)N2CCCC(C)C2)cc1 (stereo not given)
  A: 2	B: -2	C: nt	D: 21%	E: 0	F: nt	G: 23%	H: nt	I: nt	J: -1%
> CNCC(O)C(O)C(O)C(O)CO (stereo not given)
  A: -1	B: 5	C: -1%	D: -13%	E: -4	F: 0	G: -1%	H: 0%	I: -5%	J: -1%
> CC(Nc1ccc(N2CCOCC2)cc1)C(=O)N1c2ccccc2CC1C (stereo not given)
  A: 0	B: -2	C: nt	D: -30%	E: 1	F: -26	G: -5%	H: -10%	I: -5%	J: 3%
> COc1ccc(S(=O)(=O)N2CCC(C(=O)NCCc3ccccc3)CC2)cc1OC
  A: 27	B: -6	C: -7%	D: -8%	E: 11	F: 1	G: 0%	H: -1%	I: 0%	J: -1%
> Cc1ccc(S(=O)(=O)/N=C2/NC(=O)/C(=C/c3cccnc3)S2)cc1
  A: -1	B: -15	C: nt	D: -25%	E: 6	F: 6	G: 1%	H: ?	I: 3%	J: 4%
> CCC(C)Sc1nc2c(c(=O)[nH]c(=O)n2C)n1Cc1ccccc1Cl (stereo not given)
  A: ?	B: -1	C: 1%	D: -11%	E: -6	F: 0	G: -12%	H: 1%	I: 0%	J: 0%
> COc1ccc2nc(C)cc(Nc3ccc(N4CCN(C)CC4)cc3)c2c1
  A: -6	B: 5	C: 1%	D: -6%	E: 15	F: -2	G: -18%	H: 4%	I: ?	J: -8%
> COCCn1c(SCC(=O)Nc2nc(C)c(Cl)cc2Cl)nc2ccccc21
  A: 0	B: -7	C: 5%	D: 1%	E: 2	F: -2	G: 13%	H: -9%	I: 1%	J: -2%

# From PubChem BioAssay
